# VP16 counter: VP16 counterscreen qHTS for inhibitors of ROR gamma transcriptional activity; Drosophila S2 Gal4-VP16 UAS-luciferase, luminescence, 20 h; Potency, µM (top dose mostly 53.6 µM), for inactives: at the top dose activity, negative = inhibition, hits mostly inhibitors; 3.5% of 310,000 active; AID 2546, 2010;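 also: Gal4-VP16 expression switched on by copper sulfate through the metallothionein promoter; potency is read from the fitted curve at half-maximal effect; % is scaled to controls: 0 for no effect and ±100 for the full control effect; nearly all actives have a fitted effect of over 50% in size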
# NPC1 prom act: qHTS Assay for NPC1 Promoter Activators. Huh7 NPC1 promoter luciferase reporter, 24 h. Potency, µM (titrated, usually from 9.22 µM), inactives show top-dose activation, hits mostly activators. 2.4% of 320,000 active. AID 485313, 2010;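 also: potency is read from the fitted curve at half-maximal effect; % of control where 0% means no effect; nearly all actives have a fitted effect of over 60% in size; reporter is driven by a mutant NPC1 promoter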
#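 Luminescence read-out of NPC1 promoter-driven luciferase in stably transfected Huh7 cells; compounds delivered in DMSO and left 24 h at 37C, 5% CO2, qHTS titration format.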
# TRPV1 agonist: HTS Assay for Compounds that Act as Agonists of the Vanilloid Receptor 1 | 0.19% of 320,000 active | activation, % at 8.33 µM | AID 540275, 2011 | TRPV1-expressing cells, Fluo-8 calcium influx, agonist mode | Transient receptor potential cation channel subfamily V member 1 (Homo sapiens), Q8NER1; in the data active = activation above about 80%; inconclusive = between about 30% and that limit; also: 0% is about no effect
# Target sequence (Q8NER1 whole entry, looked up): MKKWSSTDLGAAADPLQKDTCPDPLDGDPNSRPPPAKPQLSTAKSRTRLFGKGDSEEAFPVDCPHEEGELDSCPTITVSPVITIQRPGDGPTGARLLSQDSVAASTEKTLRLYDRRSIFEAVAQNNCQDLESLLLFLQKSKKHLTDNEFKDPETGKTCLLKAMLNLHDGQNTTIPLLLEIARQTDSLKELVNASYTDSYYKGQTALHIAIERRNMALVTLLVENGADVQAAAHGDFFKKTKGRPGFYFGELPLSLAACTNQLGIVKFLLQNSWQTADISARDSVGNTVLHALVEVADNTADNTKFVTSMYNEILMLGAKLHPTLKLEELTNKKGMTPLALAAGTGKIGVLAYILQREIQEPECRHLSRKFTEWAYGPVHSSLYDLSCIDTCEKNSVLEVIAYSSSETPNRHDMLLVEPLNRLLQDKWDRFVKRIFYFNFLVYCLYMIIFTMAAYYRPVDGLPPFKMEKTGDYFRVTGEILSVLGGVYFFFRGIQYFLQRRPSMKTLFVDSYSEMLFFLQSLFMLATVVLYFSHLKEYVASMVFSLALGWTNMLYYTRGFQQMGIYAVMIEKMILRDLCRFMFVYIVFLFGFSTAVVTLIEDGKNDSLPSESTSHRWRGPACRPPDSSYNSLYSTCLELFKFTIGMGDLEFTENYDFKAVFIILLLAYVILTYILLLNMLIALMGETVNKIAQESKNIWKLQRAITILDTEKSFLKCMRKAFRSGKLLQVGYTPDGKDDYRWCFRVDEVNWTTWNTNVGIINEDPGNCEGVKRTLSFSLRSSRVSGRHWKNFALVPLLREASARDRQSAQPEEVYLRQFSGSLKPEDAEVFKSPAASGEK
#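 TRPV1-expressing cells were cultured overnight at 35.5C and loaded with Fluo-8 calcium dye for 40 to 90 min at room temperature. After a 10 s baseline, compound was added and calcium influx was read kinetically for 3 min (ex 480/em 520 nm).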
# RORg inh: qHTS for inhibitors of ROR gamma transcriptional activity; Nuclear receptor ROR-gamma (Mus musculus), P51450; Drosophila S2 Gal4-RORgamma UAS-luciferase reporter, 20 h; Potency, µM (titrated, usually from 53.6 µM), for inactives: at the highest dose activity change, negative = inhibition, actives largely listed as inhibitors; 5.4% of 310,000 active; AID 2551, 2010; also: potency is read from the fitted curve at half-maximal effect; % is scaled to controls: 0 for no effect and ±100 for the full control effect; nearly all actives have a fitted effect of over 60% in size
#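 ROR gamma transcriptional activity was tracked as Gal4-UAS luciferase output in stably transfected Drosophila Schneider cells, with compound added 1 hr before 700 uM copper sulfate induction and a 20 hr ambient-temperature incubation.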
# ELG1 genotoxic: qHTS screen for small molecules that induce genotoxicity in human embryonic kidney (HEK293T) cells expressing luciferase-tagged ELG1; HEK293T ELG1-luciferase reporter, luminescence, 16 h; Potency, µM (highest dose often 46 µM), inactives show at the top dose activity change, positive = activation, usual class: activators; 1.3% of 330,000 active; AID 504466, 2011; also: potency is read from the fitted curve at half-maximal effect; % of control where 0% means no effect; nearly all actives have a fitted effect of over 60% in size
#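 DMSO vehicle served as control against compound-treated ELG1-luciferase HEK293T cells; exposure lasted 16 hr at 37 °C and 5% CO2, followed by ONE-Glo luminescence detection after 30 min.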
# p53 reactivator: qHTS assay for re-activators of p53 using a Luc reporter | H1299 p53-A138V BP100-luciferase reporter, luminescence, 24 h | Potency, µM (titrated, usually from 92.2 µM), without a hit: at the top dose activity change, positive = activation, usual class: activators | 0.063% of 320,000 active | AID 504706, 2011; also: potency is read from the fitted curve at half-maximal effect; % of control where 0% means no effect; nearly all actives have a fitted effect of over 45% in size
#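 p53-null H1299 cells stably carrying temperature-sensitive p53-A138V and a BP100-luciferase reporter were pinned with compounds (4-point, 1:5 series) and held 24 hrs at 37 deg C. Luminescence was read 10 min after detection reagent.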
# FLuc modulator: qHTS profiling assay for firefly luciferase inhibitor/activator using purifed enzyme and Km concentrations of substrates (counterscreen for miR-21 project) | Luciferin 4-monooxygenase (Photinus pyralis), P08659 | purified FLuc, Km substrates, luminescence inhibition | Potency, µM (top dose mostly 57.5 µM), for inactives: at the top dose activity change, negative = inhibition, most hits filed as inhibitors | 6.9% of 360,000 active | AID 588342, 2011;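 also: potency is read from the fitted curve at half-maximal effect; plate controls were vehicle for no effect and reference inhibitor for full effect; nearly all actives have a fitted effect of over 55% in size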
#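 Purified P. pyralis luciferase (10nM final) with 10uM D-luciferin and 10uM ATP (Km levels) in 50mM Tris acetate pH 7.5, 10mM Mg acetate, 0.01% Tween-20, 0.05% BSA; qHTS 6-point titration, ~60 µM downward; luminescence read.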
# Rab9 promoter act: qHTS Assay for Rab9 Promoter Activators; 2.8% of 320,000 active; AID 485297, 2010; Potency, µM (titrated, usually from 9.22 µM), for the others: top-dose activation, negative = inhibition, hits mostly activators; Huh7 Rab9 promoter-luciferase reporter, luminescence, 24 h; also: potency is read from the fitted curve at half-maximal effect; % of control where 0% means no effect; nearly all actives have a fitted effect of over 60% in size
#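 Huh7 reporter line, Rab9 promoter upstream of luciferase. Compound exposure 24 h at 37 °C in reduced-serum medium with 10% FBS. Read-out: luminescence.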
# BRCA1 expr act: qHTS Assay to Identify Small Molecule Activators of BRCA1 Expression; 1.1% of 380,000 active; MCF7-BRCA1-FFLuc reporter, luminescence, 48 h; response scale: scaled: vehicle 0%, 10 µM genistein 100%; Potency, µM (titrated, usually from 46.1 µM), without a hit: at the top dose activation, actives largely listed as activators; also: potency is read from the fitted curve at half-maximal effect; nearly all actives have a fitted effect of over 80% in size; some results filed as inactive show a strong effect at the top dose
#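 48 h compound treatment of MCF7-BRCA1-FFLuc cells (phenol-red free MEM, 37 °C), then 15 min with luciferase substrate and luminescence imaging.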
# Tb PFK block: qHTS Assay to Find Inhibitors of T. brucei phosphofructokinase. ATP-dependent 6-phosphofructokinase (Trypanosoma brucei brucei), O15648. 0.17% of 330,000 active. T. brucei PFK, ADP-Glo luminescence. AID 485367, 2010. Potency, µM (highest dose often 57.5 µM), for the others: top-dose activity, negative = inhibition, usual class: inhibitors;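 also: potency is read from the fitted curve at half-maximal effect; 0% = uninhibited 1x PFK enzyme wells and -100% = no-enzyme wells; nearly all actives have a fitted effect of over 60% in size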
#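 ADP-Glo luminescence quantified ADP after 45 min at room temperature, with 1.25 nM T. brucei PFK, 0.1 mM ATP and 0.5 mM fructose-6-phosphate in pH 8.0 TEA buffer. qHTS titrations up to 57 µM; curves classified by quality.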
# ELG1 repair inh: qHTS screen for small molecules that inhibit ELG1-dependent DNA repair in human embryonic kidney (HEK293T) cells expressing luciferase-tagged ELG1; HEK293T ELG1-luciferase reporter, luminescence, 16 h; DNA damage induced by 5-fluorouridine; Potency, µM (series often up to 46.1 µM), without a hit: top-dose activity change, negative = inhibition, actives largely listed as inhibitors; 2.3% of 330,000 active; AID 504467, 2011; also: potency is read from the fitted curve at half-maximal effect; % is scaled to controls: 0 for no effect and ±100 for the full control effect; nearly all actives have a fitted effect of over 55% in size
#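 Luminescence from the luciferase reporter, measured 30 min after ONE-Glo reagent at room temperature, was the read-out. Beforehand, 2,000 cells per well were exposed for 16 hr at 37 °C to 5-fluorouridine together with compound or vehicle.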
# * marks the source's active call; other numbers are inactive results; u = inconclusive; x = no result given; & = joins results of further samples; [ ] = another dose, or the depositor's remark. Unless noted, calls follow the shape of the dose curve; as a rule, active = well fitted curve in the direction sought with a large enough effect; inconclusive = small, poorly fitted or top-dose-only effect, or another doubt; inactive = no such curve, though single readings can be large; an effect the other way counts as inactive or inconclusive. These rows are one share of the data. The share of hits here may be higher or lower than overall.
SMILES,VP16 counter,NPC1 prom act,TRPV1 agonist,RORg inh,ELG1 genotoxic,p53 reactivator,FLuc modulator,Rab9 promoter act,BRCA1 expr act,Tb PFK block,ELG1 repair inh
CC(=O)c1c(O)n(C2CCCCCC2)c(=O)[nH]c1=O,9%,1%,1,0%,2%,4%,-1%,-1%,-20%,-1%,0%
CSc1nnc([C@@H](N)Cc2ccccc2)o1,0%,-3%,0,-2%,0%,25%,1%,19%,-7%,-1%,0%
Cc1cc(OC(C)C(=O)NCC2CCC(C(=O)O)CC2)c2c3c(c(=O)oc2c1)CCC3 (stereo not given),15%,2%,-3,-10%,3%,6%,4%,-1%,0%,0%,u
Nc1cncc(C(=O)O)c1,-1%&3%,12%&-2%,7&-5,0%&-12%,-1%&0%,1%&-1%,0%&0%,-2%&-2%,2%&31%,-12%&-7%,6%&5%
COc1ccccc1N1C(=O)NC(=O)/C(=C/c2ccc3c4c(cccc24)CC3)C1=O,-17%,3%,-2,-23%,3%,18%,-12%,-1%,2%,-4%,u
Cc1ccccc1N1C(=O)/C(=C/c2ccco2)C(=O)NC1=S,-18%,-2%,0,-22%,-6%,-6%,24µM*,1%,x,u,-4%
CCC(=NCc1cccnc1)c1c(O)n(Cc2ccccc2)c(=O)[nH]c1=O,-13%,2%,-1,12%,-18%,-4%,1%,2%,-39%,-4%,-28%
CCOP(=O)(Cc1ccc(C#N)o1)OCC,1%,0%,0,11%,0%,-1%,-1%,-1%,-8%,-3%,0%
O=C(Cc1ccccc1)Oc1ccc([N+](=O)[O-])cc1,-10%,1%,-1,4%,-2%,2%,-1%,-4%,-13%,1%,5%
O=c1c2ccccc2nc2n1CCS2(=O)=O,u,-4%,1,-5%,9%,-12%,7%,-3%,-4%,6%,1%
CC(=O)c1c(C)n(Cc2ccccc2)c2ccc(O)cc12,-9%,8%,2,19%,-10%,1%,1%,-2%,-12%,6%,23µM*
COc1ccc(C2=CCC3CCCCN3C2)cc1OC (stereo not given),x,x,x,x,-2%,3%,x,x,-19%,1%,u
c1ccc2sc(C3CCCNC3)nc2c1 (stereo not given),-28%,23%,1,1%,u,1%,-2%,4%,x,-2%,u
CC(Cc1ccccc1)NCC(=O)Nc1cc(N(C)C)nc2ccccc12 (stereo not given),4%,-5%,17,7%,-11%,-16%,-3%,-10%,-28%,-4%,u
COc1cc(/C=C2\C(=O)NC(=O)N(c3ccccc3)C2=O)c([N+](=O)[O-])cc1OC,2%,1%,2,1%,-1%,-5%,u,-8%,-9%,0%,3%
c1ccc2sc(C3CCNCC3)nc2c1,-2%,1%,-3,3%,-1%,-5%,2%,0%,-6%,3%,-19%
Cc1cc(=O)n(-c2ccccc2)n1C,-5%,x,x,-20%,3%,-2%,x,x,9%,0%,u
CC(C)=CCOc1c2occc2cc2ccc(=O)oc12,1%&-1%,3%[46.1 µM],27,-15%&-4%,2%,-10%,1%,-3%[46.1 µM],-12%,-5%,-4%
O=C(O)CCC(=O)NNC(=O)COc1ccc2ccccc2c1Br,-4%,-4%,2,-18%,-2%,5%,u,-1%,-2%,-1%,-4%
COC(=O)C1=C(c2ccc(C(C)=O)cc2)C[C@@H]2CC[C@H]1N2C(=O)N1CCC(C)CC1,x,7%,u,x,0%,-4%,-1%,-7%,-16%,13%,19%
O=C(OC1CCN(CCCl)CC1)C(c1ccccc1)c1ccccc1,x,1%,2,x,20%,0%,0%,1%,4%,-4%,-24%
CCOP(=O)(OCC)c1nc(-c2cccc3ccccc23)oc1NCCc1ccc(OC)cc1,-10%,-7%,12,15%[10 µM],-4%,-3%,-1%,-10%,-64%,2%,u
Oc1cc(O)cc(/C=C/c2ccc(O)cc2O)c1,x,2%,-2,x,u,u,u,19%,x,2%,u
O=C(Nc1cccc(OC(=O)N2CCCCC2)c1)N1CCCCC1,5%,-2%,18,u,4%,-1%,-3%,-1%,-21%,4%,u
O=C1c2ccccc2-c2c1nc1c([n+]2[O-])CCCC1,0%,25%,2,0%,u,-16%,1%,3.5µM*,64%,-1%,u

# Compound profiles, as listed above.
# Entry for CCOP(=O)(OCC)c1nc(-c2cccc3ccccc23)oc1NCCc1ccc(OC)cc1 = VP16 counter = -10%; NPC1 prom act = -7%; TRPV1 agonist = 12; RORg inh = 15%[10 µM]; ELG1 genotoxic = -4%; p53 reactivator = -3%; FLuc modulator = -1%; Rab9 promoter act = -10%; BRCA1 expr act = -64%; Tb PFK block = 2%; ELG1 repair inh = u
# Entry for CC(=O)c1c(C)n(Cc2ccccc2)c2ccc(O)cc12 = VP16 counter = -9%; NPC1 prom act = 8%; TRPV1 agonist = 2; RORg inh = 19%; ELG1 genotoxic = -10%; p53 reactivator = 1%; FLuc modulator = 1%; Rab9 promoter act = -2%; BRCA1 expr act = -12%; Tb PFK block = 6%; ELG1 repair inh = 23µM*

# Of the compounds above, 2 have an NH in an aromatic ring:
SMILES,VP16 counter,NPC1 prom act,TRPV1 agonist,RORg inh,ELG1 genotoxic,p53 reactivator,FLuc modulator,Rab9 promoter act,BRCA1 expr act,Tb PFK block,ELG1 repair inh
CC(=O)c1c(O)n(C2CCCCCC2)c(=O)[nH]c1=O,9%,1%,1,0%,2%,4%,-1%,-1%,-20%,-1%,0%
CCC(=NCc1cccnc1)c1c(O)n(Cc2ccccc2)c(=O)[nH]c1=O,-13%,2%,-1,12%,-18%,-4%,1%,2%,-39%,-4%,-28%

# (cont.)
SMILES,VP16 counter,NPC1 prom act,TRPV1 agonist,RORg inh,ELG1 genotoxic,p53 reactivator,FLuc modulator,Rab9 promoter act,BRCA1 expr act,Tb PFK block,ELG1 repair inh
O=C(Cc1ccccc1)OCC(=O)N1CCN(S(=O)(=O)c2ccc(Cl)cc2)CC1,x,6%,-5,x,-8%,-1%,1%,-6%,8%,-3%,5%
CCN(CC)c1ccc(N=Cc2c(O)n(CCc3ccc(OC)c(OC)c3)c(=O)[nH]c2=O)cc1,-4%,-10%,2,17%,-13%,24%,-18%,-7%,-68%,8%,2.6µM*
COc1cc(CN2CCCC(C(=O)c3sccc3C)C2)cc(OC)c1O (stereo not given),20%,-1%,3,-7%,-1%,2%,-2%,-1%,-8%,2%,-3%
C=CCN1C[C@@H](C)N(C(c2ccc(C(=O)N(CC)CC)cc2)c2cccc(OC)c2)C[C@@H]1C (stereo not given in full),x,0%,7,x,u,-5%,3%,-4%,0%,-9%,-9%
CN1CCN(c2ncnc3ccc(Br)cc23)CC1,-3%,2%,6,-10%,-9%,-3%,10%,5%,1%,1%,9.2µM*
CC1=NN(c2ccccc2)C(=O)C1/C=C1/C(=O)NC(=O)N(c2cccc(C)c2)C1=O (stereo not given),0%,-1%,1,-2%,-4%,7%,13µM*,-6%,x,-14%,24%
Cn1cccc1/C=C1\C(=O)NC(=O)N(CCC2=CCCCC2)C1=O,6%,1%,10,0%,11%,-1%,10%,6%,-2%,-6%,21%
CN(C)c1nc(N(C)C)nc(N(C#N)CCCl)n1,u,-3%,3,-92%,-7%,1%,4%,-5%,-6%,-24%,u
Brc1ccc(Oc2cc(Br)c(Br)cc2Br)c(Br)c1,11%&11%,6%,-1,15%&12%,0%,13%,-3%,-1%,1%,-2%,10%
Nc1cc(Cl)cc(Cl)c1,-2%,0%,4,7%,1%,-7%,-2%,-4%,7%,-24%,13%
CCN(CC)CCCN=C(C)c1c(O)n(-c2ccccc2)c(=O)[nH]c1=O,0%,3%,2,-2%,2%,2%,-1%,1%,0%,-2%,14%
CCOc1cccc(OCCOCCN2CCCC2)c1,-1%,-2%,0,u,0%,-3%,0%,-4%,13%,-18%,1%
CCn1c(O)c(/C=N/NC(=O)c2ccccc2)c(=O)[nH]c1=S,u,2%,u,7.1µM*,9%,27%,-18%,-2%,0%,-1%,u
